KDM5B inhibitor – inhibitors of human KDM5B histone demethylase; Q9UGL1; KDM5B demethylase, FDH-coupled NADH fluorescence (FDH is formaldehyde dehydrogenase); Potency, µM (series often up to 57.7 µM), for inactives: top-dose activity change, negative = inhibition, hits mostly inhibitors; 220,000 compounds, 2.6% hits; AID 1347165; active = well fitted inhibition curve with a large enough effect; inconclusive = small, poorly fitted or top-dose-only effect; inactive = no such curve, though single readings can be large or run the other way; note: 0% is about no effect; nearly all actives have a fitted effect of over 70% in size
Target sequence (Q9UGL1 whole entry, looked up): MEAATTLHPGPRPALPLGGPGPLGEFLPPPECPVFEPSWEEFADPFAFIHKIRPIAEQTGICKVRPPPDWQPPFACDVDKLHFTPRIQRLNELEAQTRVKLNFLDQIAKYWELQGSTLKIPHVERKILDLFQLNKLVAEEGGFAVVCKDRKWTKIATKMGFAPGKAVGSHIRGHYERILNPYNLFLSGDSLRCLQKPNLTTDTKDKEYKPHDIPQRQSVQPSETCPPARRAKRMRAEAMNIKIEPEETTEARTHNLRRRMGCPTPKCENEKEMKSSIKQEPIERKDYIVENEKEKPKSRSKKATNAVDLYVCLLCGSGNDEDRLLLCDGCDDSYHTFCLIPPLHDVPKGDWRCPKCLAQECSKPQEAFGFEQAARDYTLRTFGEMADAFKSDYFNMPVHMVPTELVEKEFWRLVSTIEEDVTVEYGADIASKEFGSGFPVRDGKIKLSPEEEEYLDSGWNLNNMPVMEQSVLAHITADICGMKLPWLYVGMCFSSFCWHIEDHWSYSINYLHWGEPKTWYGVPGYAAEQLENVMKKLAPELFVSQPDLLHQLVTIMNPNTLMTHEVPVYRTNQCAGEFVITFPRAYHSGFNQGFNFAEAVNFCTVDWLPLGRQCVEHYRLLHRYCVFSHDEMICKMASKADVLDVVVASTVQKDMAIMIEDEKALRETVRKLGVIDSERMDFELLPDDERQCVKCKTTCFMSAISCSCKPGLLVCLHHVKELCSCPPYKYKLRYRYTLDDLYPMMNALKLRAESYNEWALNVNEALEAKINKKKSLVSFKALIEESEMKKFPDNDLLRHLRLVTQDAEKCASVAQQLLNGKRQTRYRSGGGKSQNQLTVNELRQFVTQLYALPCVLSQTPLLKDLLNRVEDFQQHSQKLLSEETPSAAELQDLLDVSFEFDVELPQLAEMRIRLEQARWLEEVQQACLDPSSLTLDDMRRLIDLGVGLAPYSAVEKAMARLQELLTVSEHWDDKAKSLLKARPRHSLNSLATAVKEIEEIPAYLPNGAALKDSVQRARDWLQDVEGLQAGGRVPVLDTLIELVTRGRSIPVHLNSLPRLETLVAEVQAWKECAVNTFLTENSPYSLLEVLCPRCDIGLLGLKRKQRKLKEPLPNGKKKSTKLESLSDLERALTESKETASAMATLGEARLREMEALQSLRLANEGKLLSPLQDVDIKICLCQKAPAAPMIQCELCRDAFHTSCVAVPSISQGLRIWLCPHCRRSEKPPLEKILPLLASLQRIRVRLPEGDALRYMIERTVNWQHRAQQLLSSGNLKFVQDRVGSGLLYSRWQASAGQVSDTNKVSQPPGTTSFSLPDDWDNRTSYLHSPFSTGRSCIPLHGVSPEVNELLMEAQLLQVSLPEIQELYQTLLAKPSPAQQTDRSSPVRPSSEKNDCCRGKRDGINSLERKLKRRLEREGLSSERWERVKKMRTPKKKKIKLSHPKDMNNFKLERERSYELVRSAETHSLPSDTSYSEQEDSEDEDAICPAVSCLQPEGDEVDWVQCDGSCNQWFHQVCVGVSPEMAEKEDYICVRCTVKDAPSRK
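Here, H3K4me3 peptide (12.5 µM in substrate mix) is demethylated by KDM5BΔAP, 200 nM final, after 10 min compound exposure. Formaldehyde product is coupled through FDH (0.25 U/mL in mix) to NADH fluorescence; 30-min ΔRFU feeds dose-response curves.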
* hit, by the source's call; u = inconclusive; [ ] = dose if it differs, or a comment. Potency is the fitted concentration of half-maximal effect. These rows are one share of the data; count on the stated rates, not on these rows.

SMILES | KDM5B inhibitor
Cn1c(=O)c2c(nc(Cl)n2CC(=O)N(C2CC2)C2CCS(=O)(=O)C2)n(C)c1=O (stereo not drawn) | -8%
CN1C(=O)CCC2(CNC(=O)CC3CCCC3)CCCC=C12 (stereo not drawn) | 1%
CCOC(=O)C1=C(C)OC(n2cccc2)=C(C#N)C1c1cc(OC)c(OC)c(OC)c1 (stereo not drawn) | 8%
COc1ccc(Cl)cc1NC(=O)CN(C)C(=O)c1ccc(-n2nc(C)cc2C)cc1 | -12%
CCc1ccc(-c2cc3c(=O)[nH]nc(SCC(=O)NC(C)CC)n3n2)cc1 (stereo not drawn) | 13%
COc1ccc(C(=O)N2CCCC3(C2)C(=NC2CCCCC2)NC(=O)N3c2cc(F)cc(F)c2)cc1 (stereo not drawn) | 23%[115 µM]
COCCCNC(=O)CSc1ccc(C)cc1C | -2%
O=C(Cc1ccc(Cl)cc1)NC1CCN(c2cc(-c3cccs3)[nH]n2)C1 (stereo not drawn) | 8.9µM*
COc1ccc2nc([C@H]3CCN(CCCc4ccccc4)C3)[nH]c2c1 | u
Cc1ccc(NC(=O)Cn2cc(S(=O)(=O)c3ccccc3)c(=O)c3cc4c(cc32)OCO4)cc1 | u
CC(=O)N(C)CCc1noc(C2CN(Cc3c(F)cccc3Cl)C2)n1 | 37%[activator]
CCN(C(=O)c1sc2nc3n(c(=O)c2c1C)CCCCC3)c1ccccc1F | 12%
Cc1nn(C)c(C)c1S(=O)(=O)N1CCN2C(=O)CN(C)C(=O)C2C1 (stereo not drawn) | 11%
COc1cc(OC)cc(C(=O)N(C)CCCNC(=O)c2nc3ccccc3c(=O)[nH]2)c1 | 10%
COc1ccc2c(CCNC(=O)c3ccccc3OC)c[nH]c2c1 | -11%
CCCCNS(=O)(=O)c1cc(-c2nn(C)c(=O)c3ccccc23)ccc1C | -10%
COc1ccc(CC(=O)N2CC[C@H]3CC(=O)N(CCc4cccc(OC)c4OC)CC[C@H]3C2)cc1 | 18%
N#Cc1ccc(NCc2ccccc2Cl)cc1 | 12%
CN1C(=O)COc2ccc(NC(=O)C(=O)NC3CCCC3)cc21 | 17%
O=C(CCSCCc1ccccn1)Nc1cccc(Cl)c1 | -3%
CC(C)CC(=O)Nc1c(C(=O)N2CCN(c3ccccc3)CC2)oc2ccccc12 | -13%
CCN1CCN(c2ccc(C(=O)N3CCCC(c4ccccc4)CC3)cn2)CC1 (stereo not drawn) | u
COC1CCC12CCN(Cc1ccccc1C#N)CC2 (stereo not drawn) | 15%
CCCCOc1ccc(/C=C2\CCc3cc(OC)ccc3C2=O)cc1OCC | 23%
COc1cc(NC(=O)c2cc(=O)c3cc(C)ccc3o2)cc(OC)c1 | 0%

Single values from above:
CN1C(=O)COc2ccc(NC(=O)C(=O)NC3CCCC3)cc21 in KDM5B inhibitor: 17%
O=C(CCSCCc1ccccn1)Nc1cccc(Cl)c1 in KDM5B inhibitor: -3%

Following part.
SMILES | KDM5B inhibitor
Cn1c(=O)c2c(nc(N3CCN(c4ccc([N+](=O)[O-])cc4)CC3)n2C)n(C)c1=O | -3%
O=C(c1sc2cccc(F)c2c1Cl)N1CCCCC1 | 9%
CCCS(=O)(=O)N[C@@H]1CN(C)C[C@H]1CN(C)C | -2%
CC1CCCN(C(=O)CCc2nnc(-c3ccc4c(c3)OCO4)o2)C1 (stereo not drawn) | -22%
O=C(O)c1ccc(OCCCCCCOC2CCCCO2)cc1 (stereo not drawn) | 9%
O=C(COc1ccc(F)cc1)NCC(c1ccc(Cl)cc1)N1CCCCC1 (stereo not drawn) | -15%
O=C(OCc1cccc(F)c1)c1ccc(C2Nc3ccccc3S(=O)(=O)N2)cc1 (stereo not drawn) | u
CCOc1ccc(CNC(=O)c2c(C)nn(-c3ccc(F)cc3)c2-n2cccc2)cc1 | -5%
O=S(=O)(CCN1CCOCC1)c1ccccc1 | 28%
Cc1nn(C)c2nc(NCCC(=O)N3CCCC3)sc12 | -18%
Cc1cccc(C)c1OCCCN1CCC(C)CC1 | -23%
N#C/C(=C\c1ccccc1O)C(=O)Nc1cccnc1 | 11%
CCCCc1nn(CC(=O)NCc2c(F)ccc(OC)c2F)c(=O)n1CC | 28%
CNC(=O)CN(C)C(=O)c1coc(COc2ccc3ccc(OC)cc3c2)n1 | 29%
Cc1cc(-c2nnc3n2N=C(c2ccccc2Br)CS3)n[nH]1 | 7%
COc1ccc(-c2nc3nc(C)cc(Nc4ccccc4C)n3n2)cc1 | 7%
CCOc1cc(C2CC(=O)Nc3c(-c4ccc(OC)cc4)csc32)ccc1OCC(N)=O (stereo not drawn) | 5%
O=C(Nc1ccccc1)N1CCC(N2C(=O)C(OCC3CC3)C23CCCCC3)CC1 (stereo not drawn) | 11%
O=C(Cc1cccs1)N1CCC(c2noc(-c3cccnc3)n2)C1 (stereo not drawn) | -9%
Cc1ccc(NC(=O)C2CC(=O)Nc3ncnn32)cc1C (stereo not drawn) | -6%
O=C(CN1C(=O)COc2ccc(S(=O)(=O)N3CCOCC3)cc21)N1CCN(c2cccc(C(F)(F)F)c2)CC1 | -2%
COCCNc1nc2c(c(=O)n(C)c(=O)n2C)n1CCc1ccccc1 | 3%
COc1ccccc1CCC(=O)Nc1cccc(-c2nnc3n2CCCC3)c1 | 8%
O=C1NCCN2CC3(CCN(C(=O)Nc4ccccc4)CC3)CC12 (stereo not drawn) | u
O=C(C1CCC1)N1CCN(C2CCN(Cc3cccnc3)C2=O)CC1 (stereo not drawn) | -19%

Records above marked active in KDM5B inhibitor.
SMILES | KDM5B inhibitor
O=C(Cc1ccc(Cl)cc1)NC1CCN(c2cc(-c3cccs3)[nH]n2)C1 (stereo not drawn) | 8.9µM*

Carrying on.
SMILES | KDM5B inhibitor
NC1=NC(c2ccccc2)C=C(c2ccccc2)O1 (stereo not drawn) | -13%
CC(Sc1nncn1-c1cccc(Cl)c1)c1nc2ccccc2c(=O)[nH]1 (stereo not drawn) | 11%
CC(C)COc1cc(=O)n2c(c1C(=O)N1CCC(N3CCCCC3)CC1)CCCCC2 | 16%
Cc1c(C)n2c3c(=O)[nH]c(=O)n(C)c3nc2n1CCN1CCN(Cc2ccc(F)cc2)CC1 | 16%
CCCNC(=O)COC(=O)c1ccc2ccccc2n1 | 37%
COCC(=O)N[C@@H]1C[C@H](COC)[C@@H](O)[C@H]1O | 37%[activator][115 µM]
CN(C)Cc1nnc(C2CCCN(C(=O)c3ccn4nnnc4c3)C2)n1C (stereo not drawn) | -26%
CC1=C[C@@H](CNC(=O)Cn2cnnn2)[C@H](C(C)C)C[C@H]1Cc1nc2ccccc2n1C | 3%[86.2 µM]
CSc1ccc(C2CC(C)=NN2c2nc(-c3ccccc3)cs2)cc1 (stereo not drawn) | u
Cc1ccc(C2Cn3nnc(-c4noc(Cc5ccc(F)cc5)n4)c3CO2)cc1 (stereo not drawn) | -26%
C1CNC(c2nc(CCOCC3CCOCC3)no2)C1 (stereo not drawn) | 66%[activator]
C=CCNC(=O)N1CC[C@H]2CC(=O)N(Cc3ccc4c(c3)OCO4)CC[C@H]2C1 | 6%[86.2 µM]
COc1ccc(C2=C(O)C(=O)N(c3ccc(OC)cc3)C2c2cccc(Br)c2)cc1 (stereo not drawn) | u
CN1CCC2(CCC1=O)CN(C(=O)CCOc1ccccc1)CCN2C (stereo not drawn) | u
CC1CC(C)(C)CC2(C1)NC(=O)N(CC(=O)Nc1cc(C(F)(F)F)ccc1N1CCCCC1)C2=O (stereo not drawn) | -46%
COc1cc(NC(=O)CCC2CCN(C(=O)c3ccccc3)CC2)cc(OC)c1 | -16%
CCN1C(=O)C2CC3(CCN(S(=O)(=O)c4cccc(OC)c4)CC3)CN2C1=O (stereo not drawn) | 16%
O=C(Nc1ccc(-c2ccccc2)cc1)c1ccccc1Cl | -28%
Cc1cc(CNC(=O)[C@@H]2CCC[C@@H](NCc3ccc(C(F)(F)F)cc3)CN(C)C(=O)C2)no1 | 16%
COc1ccc(NC(=O)C2CCCCC2)c2ccccc12 | -4%
O=C1NC2(CCCN(Cc3ccc(F)cc3)C2)COc2ccccc21 (stereo not drawn) | 25µM*
COCC1CN(C)CC12CCN(Cc1sccc1C)CC2 (stereo not drawn) | -22%
O=C(Nc1ccon1)c1ccc(F)c(S(=O)(=O)N2CCCCC2)c1 | 28%
Cc1cc(C)n(CC(=O)N[C@@H]2CN(S(C)(=O)=O)C[C@H]2CN(C)C)n1 | -17%
O=C(Nc1ccccc1C(F)(F)F)c1ccccc1 | -1%
(cont.)
SMILES | KDM5B inhibitor
O=C(Nc1cccc(Cl)c1Cl)c1cc(S(=O)(=O)N2CCCc3ccccc32)ccc1F | -24%
CCc1nc2c(c(-c3ccc(O)cc3)n1)CCN(Cc1ccc(F)cc1)CC2 | 19%
CC(C)c1noc([C@@H]2Cc3nc[nH]c3CN2C(=O)CC(C)(C)CC(=O)O)n1 | -9%[86.2 µM]
CCc1nn2c(-c3ccco3)ccnc2c1-c1ccccc1 | -16%
O=C1NCCOCCCN(C(=O)C2CCCC2)[C@H]2CCCC[C@@H]12 | -17%
C[S+](=O)([O-])N1CC2(Cc3ccccc31)CN(C(=O)c1ccc(Cl)nc1)C2 | -16%
Cc1ccc(CN2CCN(CC(=O)NC3CCC(C(C)(C)C)CC3)CC2)o1 (stereo not drawn) | 3%
O=C(NCC(=O)N(c1cccc(F)c1)C(C(=O)NC1CCCC1)c1cccnc1)c1ccco1 (stereo not drawn) | -2%
Cc1ccc(COc2ccc(C)nc2[N+](=O)[O-])cc1 | 17%
O=C(NCc1ccco1)C1c2ccccc2C(=O)N(Cc2ccccc2)C12CCCC2 (stereo not drawn) | 2%
CCc1cc(CC)n(-c2nc3c(c(=O)[nH]c(=O)n3C)n2Cc2ccccc2C)n1 | 18%
CSc1ccccc1OCc1cc(C(=O)N(C)C(C)c2nc(C)cs2)no1 (stereo not drawn) | -2%
CCCOC(=O)C1=C(C)Nc2nnnn2C1c1ccccc1OCCC (stereo not drawn) | 12%
CCc1cc(NCC(O)CN2CCCC2)ncn1 (stereo not drawn) | -29%
Cc1cccc(CN2C(=O)c3ccccc3S(=O)(=O)c3ccc(C(=O)NCCC4=CCCCC4)cc32)c1 | -22%
CCN1C(=O)CC(NNC(=O)c2ccccc2)C1=O (stereo not drawn) | 14%
CCOc1c(Cl)cc(Cl)cc1CNCc1ccncc1 | 4%
Cc1cccc(C(=O)N2C[C@@H](CO)[C@H](c3ccccn3)C2)n1 | 1%
NC(=O)CSc1oc(-c2cccs2)nc1S(=O)(=O)c1ccc(Br)cc1 | u
O=C(c1cccnc1N1CC2CC(C1)[C@H]1CCCC(=O)N1C2)N1CCN(c2ccc(Cl)cc2)CC1 (stereo partly drawn) | -23%
Cc1cccc(-c2nc3ccccc3n2Cc2ccccc2)c1 | u
COc1cccc2c1cc1c(=O)n(CC(=O)NCc3ccc(N(C)C)cc3)nc(C)n12 | u
O=C(Nc1ccc(N2CCOCC2)cc1)C1(CCO)CCN(Cc2ccccc2)C1 (stereo not drawn) | -17%
Cc1ccn2c(Nc3ccccc3C)c(-c3ccc(N4CCOCC4)cc3)nc2c1 | u
Cn1ccnc1C(=O)N1CCCn2ccnc2C1c1ccccc1 (stereo not drawn) | -5%

Among those listed so far, two contain a COOH group:
SMILES | KDM5B inhibitor
O=C(O)c1ccc(OCCCCCCOC2CCCCO2)cc1 (stereo not drawn) | 9%
CC(C)c1noc([C@@H]2Cc3nc[nH]c3CN2C(=O)CC(C)(C)CC(=O)O)n1 | -9%[86.2 µM]

Carrying on.
SMILES | KDM5B inhibitor
COCCN1CCCC1c1nc(C2CN(C(=O)NCc3ccco3)C2)no1 (stereo not drawn) | u
Cc1ccc(CNC(=O)C(C)n2nc(C)c3sc4ccccc4c3c2=O)cc1 (stereo not drawn) | u
c1cc(Cn2ccc3c(N4CCOCC4)nc(-c4ccc5cn[nH]c5c4)cc32)ccn1 | 35µM*
CCCS(=O)(=O)NC[C@H]1O[C@H](Cc2cc(COC)on2)CC[C@@H]1O | 15%[86.2 µM]
CN1CCC(OC2CCN(C(=O)c3cc(F)cc(F)c3)CC2)CC1 | 14%
CC1(C)[C@H](Cc2cc(CCO)on2)C[C@@H]1NCc1ccccc1F | 27%[86.2 µM]
O=C(CCC1CCCC1)N1CC(c2nnc(-c3ccncc3)o2)C2(CCOCC2)C1 (stereo not drawn) | -21%
COC(=O)C1CN(Cc2ccc(OC)cc2)CCS(=O)(=O)N1Cc1ccc(C(F)(F)F)cc1 (stereo not drawn) | -1%
CCCc1cc(=O)c2ccc(OCC(C)=O)cc2o1 | 7%
COc1cc(/C=N/NC(=O)c2cc(C)oc2C)ccc1OCc1ccccc1 | -2%
NC(=O)c1ccc(S(=O)(=O)N2CCN(C(=O)c3cc4c(s3)CCCCC4)CC2)cc1 | 6%
CCOC(=O)c1cnn(-c2cc(C)nc3c(-c4ccc(F)cc4)cnn23)c1N | 6%
CSc1ncc(C(=O)NCc2ccccc2Cl)c(C(F)(F)F)n1 | -6%

Arranged by value in KDM5B inhibitor (lowest first): five from the list above
SMILES | KDM5B inhibitor
O=C(CCC1CCCC1)N1CC(c2nnc(-c3ccncc3)o2)C2(CCOCC2)C1 (stereo not drawn) | -21%
COC(=O)C1CN(Cc2ccc(OC)cc2)CCS(=O)(=O)N1Cc1ccc(C(F)(F)F)cc1 (stereo not drawn) | -1%
NC(=O)c1ccc(S(=O)(=O)N2CCN(C(=O)c3cc4c(s3)CCCCC4)CC2)cc1 | 6%
CCCc1cc(=O)c2ccc(OCC(C)=O)cc2o1 | 7%
CN1CCC(OC2CCN(C(=O)c3cc(F)cc(F)c3)CC2)CC1 | 14%

Screening results: PubChem BioAssay, National Center for Advancing Translational Sciences (NCATS)
